# CCR6 antagonist = CCR6 receptor antagonists, primary screen, cell-based, CHO-K1, luminescence, beta-arrestin, uHTS; inhibition, % at 20 µM; CHO-K1 CCR6 PathHunter beta-arrestin, CCL20-stimulated; actives 0.49% (n = 340,000); C-C chemokine receptor type 6 (Homo sapiens), P51684;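 active = compounds whose inhibition of the agonist-driven luminescence signal at 20 µM reaches about 50%, limit read from the data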;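 note: cells stimulated with CCL20 at 14 nM final; plate controls were DMSO with CCL20 for no effect and DMSO without agonist for full effect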
# Jurkat NFkB inh = inhibitors of induced NF-kB luciferase reporter, primary screen, TCR NF-kB activation inhibitor project, cell-based, luminescence, uHTS | Jurkat, PMA/ionomycin-induced NF-kB luciferase reporter | inhibition, % at 4 µM | actives 0.53% (n = 330,000) | AID 435003, 2010; in the data active = inhibition above about 50%
# 697 NFkB inh = inhibitors of PMA/ionomycin-induced NF-kB reporter, 697 cells, primary screen, B-cell NF-kB inhibitor project, cell-based, luminescence, uHTS; inhibition, % at 4 µM; 697 B-cell NF-kB luciferase reporter, 16 h; actives 0.33% (n = 330,000); in the data active = inhibition above about 35%
# APJ antagonist = antagonists of human apelin receptor APJ, primary screen, CHO-K1 cells, beta-arrestin complementation, luminescence | P35414 | AID 2521, 2010 | inhibition, % at 20 µM | actives 0.32% (n = 330,000);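 active = inhibition above about 40% at 20 µM, limit read from the data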;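 note: cells challenged with 10 nM apelin-13 agonist together with compound; plate controls were apelin-13 plus DMSO wells for no effect and DMSO wells lacking apelin-13 for full effect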
# Target sequence (P35414 whole entry, looked up): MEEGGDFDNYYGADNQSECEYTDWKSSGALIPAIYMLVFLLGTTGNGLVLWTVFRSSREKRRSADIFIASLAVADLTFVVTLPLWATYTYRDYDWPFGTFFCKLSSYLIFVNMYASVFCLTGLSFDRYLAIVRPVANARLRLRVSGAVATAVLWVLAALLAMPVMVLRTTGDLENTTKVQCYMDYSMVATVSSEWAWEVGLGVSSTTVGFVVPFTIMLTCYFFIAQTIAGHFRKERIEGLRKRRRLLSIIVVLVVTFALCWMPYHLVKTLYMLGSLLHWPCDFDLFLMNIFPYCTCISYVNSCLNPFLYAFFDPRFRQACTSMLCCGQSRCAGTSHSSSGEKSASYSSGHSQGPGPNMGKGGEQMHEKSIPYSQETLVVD
# UBC13 polyUb = UBC13 polyubiquitin chain formation inhibitors, primary screen, biochemical, TR-FRET, uHTS; inhibition, % at 20 µM; actives 0.47% (n = 330,000); Ubiquitin-conjugating enzyme E2 N (Homo sapiens), P61088; in the data active = inhibition above about 45%, passing the limit was not always enough
# Target sequence (P61088 whole entry, looked up): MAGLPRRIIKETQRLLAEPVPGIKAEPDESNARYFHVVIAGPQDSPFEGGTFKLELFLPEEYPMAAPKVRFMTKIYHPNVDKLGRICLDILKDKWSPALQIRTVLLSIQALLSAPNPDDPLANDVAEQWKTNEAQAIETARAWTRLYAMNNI
# EBI2 block = EBI2 receptor antagonists, beta-arrestin recruitment, primary screen, cell-based, luminescence, 7a,25-OHC stimulation, uHTS; 7a,25-OHC stimulated; G-protein coupled receptor 183 (Homo sapiens), P32249; inhibition, % at 5 µM; AID 651636, 2012; actives 0.81% (n = 360,000); in the data active = inhibition above about 38%;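 note: enzyme fragment complementation signal reports receptor beta-arrestin coupling in cells; 0% = agonist plus DMSO wells and 100% = wells without agonist; some results beyond the cut were filed as inactive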
# Target sequence (P32249 whole entry, looked up, the tested form may be a part): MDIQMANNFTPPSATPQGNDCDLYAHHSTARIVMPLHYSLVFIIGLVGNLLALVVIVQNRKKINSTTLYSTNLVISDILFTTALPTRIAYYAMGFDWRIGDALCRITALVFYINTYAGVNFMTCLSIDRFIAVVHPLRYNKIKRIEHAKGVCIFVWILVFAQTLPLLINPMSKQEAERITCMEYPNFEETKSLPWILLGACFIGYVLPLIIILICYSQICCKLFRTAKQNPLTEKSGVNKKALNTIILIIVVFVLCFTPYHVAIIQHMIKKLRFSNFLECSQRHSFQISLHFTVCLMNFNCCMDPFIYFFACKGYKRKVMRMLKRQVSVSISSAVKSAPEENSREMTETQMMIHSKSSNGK
# CXCR6 inh = CXCR6 receptor inhibitors, primary screen, cell-based, beta-arrestin, luminescence, CHO-K1 PathHunter, 1536-well. C-X-C chemokine receptor type 6 (Homo sapiens), O00574. inhibition, % at 20 µM. actives 0.36% (n = 360,000). AID 602244, 2012; in the data active = inhibition above about 34%, passing the limit was not always enough;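 note: antagonist mode with CXCL16 agonist at 10 nM final; 0% = 10 nM CXCL16 with DMSO and 100% = unstimulated wells without agonist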
# Gli-Sufu antag = Gli-Sufu pathway antagonists, primary screen, luciferase luminescence, Sufu-KO-LIGHT cells, uHTS; Sufu-KO-LIGHT fibroblasts, Gli luciferase reporter luminescence; inhibition, % at 5 µM; actives 0.74% (n = 340,000); AID 588413, 2011;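 active = inhibition above about 55%, limit read from the data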;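 note: 0% = DMSO-treated cells and 100% = wells with medium but no cells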
# Starred values were filed as active, the others as inactive; . = not tested or not shown.
SMILES,CCR6 antagonist,Jurkat NFkB inh,697 NFkB inh,APJ antagonist,UBC13 polyUb,EBI2 block,CXCR6 inh,Gli-Sufu antag
COc1cc(/C=C/C(=O)Nc2ccc(S(=O)(=O)Nc3ncccn3)cc2)ccc1OCC#N,4,.,.,.,.,0,-4,-3
CC(=O)c1ccc(NC(=O)CO/N=C(\C)c2cccs2)cc1,13,-18,18,-2,-1,-8,-1,-8
COC(=O)CSc1nnc(CNC(=O)Cc2ccccc2)n1-c1ccccc1OC,-4,7,9,0,17,-10,-10,5
C[C@@H]1CN([C@@H](C)CO)C(=O)c2cc(NS(C)(=O)=O)ccc2O[C@H]1CN(C)Cc1ccc(Oc2ccccc2)cc1,10,0,18,-6,17,-2,8,.
O=C(COC(=O)c1ccccc1Oc1ccccc1)NC1CCS(=O)(=O)C1 (stereo unspecified),-4,1,12,12,8,1,13,1
CN1CCN(c2ccc(Cl)cc2NC(=O)c2ccc(S(=O)(=O)N(C)C)cc2)CC1,22,4,6,14,2,-13,-7,5
COc1ccc(-c2ncccc2OC(=O)C23CC4CC(CC(C4)C2)C3)cc1OC,12,-1,9,7,17,-8,6,7
CCOc1ccccc1C1NC(=O)NC(C)=C1C(=O)OCc1ccco1 (stereo unspecified),11,-30,-27,9,-6,-12,-2,2
COc1ccc(CC(NC(C)=O)C(=O)NC2CCN(S(=O)(=O)c3ccc(NC(C)=O)cc3)CC2)c(OC)c1 (stereo unspecified),-7,8,9,7,-3,0,-1,0
COC(=O)CCC(=O)Nc1cc(OC)c(OC)cc1Cc1nccc2cc(OC)c(OC)cc12,13,-25,-3,0,-5,1,1,-3
Cc1ccccc1N1CC(C(=O)N2CCc3ccccc32)CC1=O (stereo unspecified),3,-1,23,3,-8,1,-6,-2
O=C(Nc1ccc(S(=O)(=O)N2CCCCC2)cc1)c1ccc(CN2CCOCC2)cc1,-8,62*,12,-22,-5,-3,-4,38
COc1ccc(-n2c(SCC(N)=O)nc3sc4c(c3c2=O)CCC4)cc1,8,0,5,13,4,-4,4,0
COc1ccc(NC(=S)NCCN2CCOCC2)c(OC)c1,1,12,10,11,0,-5,-6,-5
COc1ccc(CNC(=O)CN(C(=O)c2ccc(CN3CCOCC3)o2)C2CCCC2)cc1,4,-3,0,10,3,0,2,4

# An excerpt of these results, with values under each structure:
# Order of results: CCR6 antagonist, Jurkat NFkB inh, 697 NFkB inh, APJ antagonist, UBC13 polyUb, EBI2 block, CXCR6 inh, Gli-Sufu antag
- O=C(Nc1ccc(S(=O)(=O)N2CCCCC2)cc1)c1ccc(CN2CCOCC2)cc1
    -8, 62*, 12, -22, -5, -3, -4, 38
- O=C(COC(=O)c1ccccc1Oc1ccccc1)NC1CCS(=O)(=O)C1 (stereo unspecified)
    -4, 1, 12, 12, 8, 1, 13, 1
- COC(=O)CSc1nnc(CNC(=O)Cc2ccccc2)n1-c1ccccc1OC
    -4, 7, 9, 0, 17, -10, -10, 5
- COc1ccc(-n2c(SCC(N)=O)nc3sc4c(c3c2=O)CCC4)cc1
    8, 0, 5, 13, 4, -4, 4, 0
- CN1CCN(c2ccc(Cl)cc2NC(=O)c2ccc(S(=O)(=O)N(C)C)cc2)CC1
    22, 4, 6, 14, 2, -13, -7, 5
- C[C@@H]1CN([C@@H](C)CO)C(=O)c2cc(NS(C)(=O)=O)ccc2O[C@H]1CN(C)Cc1ccc(Oc2ccccc2)cc1
    10, 0, 18, -6, 17, -2, 8, .
- COc1ccc(-c2ncccc2OC(=O)C23CC4CC(CC(C4)C2)C3)cc1OC
    12, -1, 9, 7, 17, -8, 6, 7

# Carrying on:
SMILES,CCR6 antagonist,Jurkat NFkB inh,697 NFkB inh,APJ antagonist,UBC13 polyUb,EBI2 block,CXCR6 inh,Gli-Sufu antag
COc1ccccc1-n1c(SCC(=O)N(C)C2CCS(=O)(=O)C2)nc2ccccc2c1=O (stereo unspecified),0,-5,-1,4,9,0,3,3
CC(C)Cn1c(C(C)C)nc([N+](=O)[O-])c1Sc1ccc(Cl)cn1,0,10,-15,-1,-7,-74,-1,0
CCOC(=O)c1ccc(NC(=O)COC)cc1,1,-6,11,7,7,2,-13,-11
CCOc1ccc(N2C(=O)C(C)CNC2=S)cc1 (stereo unspecified),4,.,.,.,.,-1,-5,-3
Cc1cc([N+](=O)[O-])ccc1NC(=O)CCC(=O)N1CCCC1,12,8,-36,-19,-12,-9,1,2
COc1ccc(OC(C)C(=O)NCCc2nc3ccccc3[nH]2)cc1 (stereo unspecified),6,9,9,2,7,-9,-6,-5
Cc1ccc(NC2CCCN(C(=O)c3cn(C)c4ccccc34)C2)cc1C (stereo unspecified),5,8,-8,-10,4,-11,-4,-12
CCOc1ccccc1CNC(=O)c1ccc(Sc2ccc(Cl)cc2)c(NC(C)=O)c1,14,6,10,3,18,16,-13,5
Oc1ccc(/C=N/N2CCN(C3c4ccccc4-c4ccccc43)CC2)c(O)c1,1,-2,1,-22,11,11,4,-3
COc1ccc2cc(C(=O)Nc3ccc(F)cc3)sc(=O)c2c1OC,8,-9,10,1,-1,6,0,-23
O=C(Nc1ccc2ccccc2c1)C(c1ccccc1)C1CCCC1 (stereo unspecified),-5,-9,-258,-9,-10,8,-10,14
Cc1ccc(S(=O)(=O)N2CCN(S(=O)(=O)c3ccccc3)C2c2ccc(N(C)C)cc2)cc1 (stereo unspecified),1,-14,-13,-5,-13,16,2,9
COc1cccc2c1OCC(C(=O)O)C2 (stereo unspecified),3,14,12,-6,-5,-3,-10,-11
CCOC(=O)C1=C(C)Nc2ccccc2N/C1=N\S(=O)(=O)c1cccc(Cl)c1,1,11,-2,-11,-6,2,1,12
Cc1cc(C)c2c(c1)/C(=N/NS(=O)(=O)c1ccccc1)CCC2,-3,2,-7,14,5,8,-8,4
Cc1ccc2nc(-c3ccccc3)cc(C(=O)N3CC(C)OC(C)C3)c2c1 (stereo unspecified),9,-12,-25,-23,-9,0,4,0
O=C(O)c1cc2nccc(-c3ccc(F)cc3)n2n1,2,10,17,10,22,-12,7,-13
CC(=O)NCCNC(=O)CCNC(=O)c1ccc(Cl)cc1,8,13,14,-12,4,0,6,14
CCn1c(SCC(=O)N/N=C(\C)c2ccncc2)nnc1-c1ccc(C)cc1,2,-1,-8,19,-1,8,-1,4
Cc1ccc([N+](=O)[O-])cc1NC(=O)CSc1nncc2ccccc12,2,11,-1,1,-8,-15,7,-6
CN(NC(=O)c1ccccc1F)c1nc(C(F)(F)F)nc2ccccc12,6,35,0,3,6,-12,4,54
CC(O)CSc1nc2c(c(=O)[nH]c(=O)n2C)n1Cc1ccccc1 (stereo unspecified),23,-2,14,5,8,-5,11,.
NC1=NC(c2ccc(Cl)cc2)C(C(=O)c2ccccc2)N1 (stereo unspecified),3,-1,-2,-9,6,9,1,2
NC(=O)CSc1nnc(-c2cccnc2)n1CCc1ccccc1,-8,3,13,4,-1,-10,6,4
O=C(NCCc1ccccc1)[C@@H]1CC=C[C@@H]2CCN(Cc3ccc(Cl)c(Cl)c3)C(=O)[C@@H]21,21,15,14,-65,26,-11,-5,-5
CCCNC(=O)NC1CCCc2ccccc21 (stereo unspecified),6,-14,10,12,5,-8,-2,1
COCCCN(C(=S)Nc1cccc(Cl)c1)C(C)c1ccncc1 (stereo unspecified),5,-4,-4,-11,0,2,-1,1
Cc1cccc(/C(N)=N/OC(=O)c2ccc(Br)o2)c1,-6,-59,-68,-88,23,8,-16,-95
CCN(C[C@H]1N[C@@](CC)(C(=O)OC)[C@H]2C(=O)N(C)C(=O)[C@@H]12)C(=O)Nc1ccc(F)cc1,-2,16,0,4,-1,0,1,-2
Cc1ccc(-c2cc(C(F)F)n3ncc(C(=O)Nc4ccc(S(=O)(=O)Nc5ccccc5C)cc4)c3n2)cc1,3,8,-20,-17,-20,6,-4,12
CCCc1nnc(SCCSc2nnc(CCC)n2N)n1N,4,8,21,17,2,-2,7,0
CCCN(C(=O)Cn1ncc2c(=O)oc3ccccc3c21)c1cccc(C)c1,-1,10,-8,5,2,25,4,15
O=C(CCC(=O)c1cccs1)NNC(=O)c1ccccc1O,12,-11,5,-8,-7,-7,-6,-11
CC1=NN2C(=N)/C(=C\c3cc(C)n(-c4ccccc4)c3C)C(=O)N=C2S1,-2,-4,-1,30,0,-1,-2,-7
Cc1ccc(-c2nc3ccccc3s2)cc1NC(=O)c1cc(-n2cnnc2)ccc1Cl,3,-55,-62,7,14,9,16,-24
COc1ncnc2c1oc1nc(CC(C)C)c3c(c12)CC(C)(C)OC3,-11,-2,7,5,4,13,-8,1
CCC(=O)N/N=C(\C)CC(=O)Nc1ccc(Cl)cc1,6,0,21,2,-3,-7,-2,-20
Cn1c(-c2ccc(CN3CCCCC3)o2)nc2ccccc21,-10,-107,-77,11,-3,4,4,-54
CCOc1ccc(CN2C(=O)c3ccccc3C2=O)cc1C(=O)Nc1nnc(SCC)s1,9,7,-5,4,19,-7,-5,9
COc1ccc(C(=O)N2CCCC(c3nc(-c4ccc(C)o4)no3)C2)cc1OC (stereo unspecified),-4,-2,7,5,-4,14,-1,14
COc1ccc(CN(C)C(=O)Cn2ccsc2=N)cc1OC,1,-4,1,-7,0,-2,-2,22
CCc1ccc(C(=O)NN=C2CCCCCC2)s1,4,2,17,8,0,-3,-6,-1
Cc1ccc(NCCc2ccc(C)nc2)cc1,-13,-7,13,0,6,47*,-10,-56
COc1ccc(CN2C(=S)NC(C)(C)CC2(C)O)cc1 (stereo unspecified),6,1,8,1,-11,-5,-15,0
O=C(CCN1C(=O)C2CC=CCC2C1=O)NC1CCCCC1 (stereo unspecified),-4,-25,-39,2,-10,13,-16,0
O=C(Nc1ccc(C(=O)N2CCOCC2)cc1)C1CCC1,-4,.,.,.,.,-8,5,1
CCCC(=O)Nc1ccc(N2CCCCC2)cc1,-12,-28,-18,7,2,0,-4,-22
COc1cc2c(cc1OC)C(c1cc3cc4c(cc3[nH]c1=O)OCO4)N(C(=O)C1CC1)CC2 (stereo unspecified),9,20,8,18,-1,-7,-3,6

# Screening data as filed in PubChem BioAssay.
